Screening data from PubChem.
PRMT1 FP inh: blocks human protein arginine methyltransferase 1 | Q99873 | recombinant PRMT1, activity-based probe fluorescence polarization | inhibition, % at 2.79 µM | actives 1.3% (n = 370,000) | AID 652257;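 active means inhibition above about 21% made by adding two undisclosed values, limit read from the data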
rCAG binder: r(CAG) repeat RNA binding; TO-PRO-1 dye displacement fluorescence; inhibition, % at 3 µM; actives 1.3% (n = 370,000); AID 651821;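 active means inhibition above the plate cutoff, the mean of all test compounds on that plate plus 3 SD, cut at about 35% in these data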;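 further: 0% = DMSO alone and 100% = 100 µM mitoxantrone as full dye displacement; higher means more dye released from RNA so lower well fluorescence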
HTRA1 inhibitor: HTRA1 (human) protease inhibition | Q92743 | recombinant HTRA1, FP-rhodamine activity-based probe, fluorescence polarization | inhibition, % at 5.96 µM | actives 0.5% (n = 340,000) | AID 504803; in the data active means inhibition above about 36%;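 further: 0% = enzyme with DMSO and 100% = wells lacking enzyme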
TCR CD3 inh: inhibitors of human TCR-CD3 interaction; TAMRA-labeled TCR probe fluorescence, biochemical; inhibition, % at 9.4 µM; actives 0.37% (n = 360,000); in the data active means inhibition above about 19%;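 further: recombinant mutant TCR 2C K166C tagged with TAMRA read by polarization; 0% = receptor in buffer alone and 100% = receptor with positive control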
SIAE primary: blocks human sialic acid acetylesterase; Q9HAT2; SIAE FP-Rh probe binding, fluorescence polarization; inhibition, % at 9.66 µM; actives 0.69% (n = 370,000); AID 1053197;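 active means inhibition above a cutoff: mean of compounds within the control limits plus 3 SD of those, cut at about 17% in these data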;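 further: 0% = plate median of compound wells and 100% = probe without SIAE protein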
Target sequence (Q9HAT2 whole entry, looked up): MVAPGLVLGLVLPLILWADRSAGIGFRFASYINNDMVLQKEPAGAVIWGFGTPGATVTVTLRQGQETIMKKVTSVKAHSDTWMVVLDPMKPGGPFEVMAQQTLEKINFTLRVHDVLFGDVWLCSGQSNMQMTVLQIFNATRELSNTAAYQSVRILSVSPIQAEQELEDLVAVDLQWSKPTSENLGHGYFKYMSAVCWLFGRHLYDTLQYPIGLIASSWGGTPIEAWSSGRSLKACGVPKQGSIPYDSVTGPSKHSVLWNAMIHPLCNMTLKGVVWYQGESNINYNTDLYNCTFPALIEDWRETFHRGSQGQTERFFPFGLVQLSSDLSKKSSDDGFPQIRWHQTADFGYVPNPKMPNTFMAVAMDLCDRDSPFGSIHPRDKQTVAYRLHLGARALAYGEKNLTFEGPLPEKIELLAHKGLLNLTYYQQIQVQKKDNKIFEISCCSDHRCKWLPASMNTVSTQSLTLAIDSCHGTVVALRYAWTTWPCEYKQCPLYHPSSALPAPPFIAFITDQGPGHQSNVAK
mABHD4 FP: inhibits mouse alpha/beta hydrolase domain 4; Q8VD66; purified mABHD4, FP-Rh probe fluorescence polarization; actives 0.54% (n = 370,000); inhibition, % at 8.92 µM; AID 720543;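 active means inhibition exceeding the mean over every tested compound plus 3 SD, cut at about 30% in these data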;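 further: 0% = plate median of compound wells and 100% = S159A mutant with DMSO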
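Test system: mABHD4 protein; Read-out basis: % inhibition; Incubation: 45 min + 60 min at 25 °C; Repeats: single replicate; Technique: fluorescence polarization with parallel and perpendicular emission, 525/598 nm; Compound: 8.92 µM, single dose; Benchmarks: full inhibition S159A mutant plus DMSO, zero as sample-well median.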
NPR2 activator: GC-B (human) receptor activation | P20594 | HEK293-GC-B cells, CNP EC30, cGMP TR-FRET; 0% at EC30 CNP, 100% saturating CNP | actives 0.11% (n = 370,000) | AID 1920062 | activation, % at 10 µM;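 active means activation at 10 µM reaching about 35% in either raw or pattern-adjusted values, limit read from the data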
LEDGF integ inh: blocks HIV-1 LEDGF/p75-dependent DNA integration; AID 743269; TR-FRET IN-LEDGF/p75 DNA integration, Eu/Cy5; inhibition, % at 3.7 µM; actives 0.64% (n = 370,000);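 active means inhibition above the screen-wide mean plus 3 SD, cut at about 13% in these data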;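 further: signal is the Cy5 over europium emission ratio at 671 and 618 nm; 0% = plate median of compound wells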
TDP2 absorb: blocks human TDP2 phosphodiesterase activity; inhibition, % at 12.8 µM; O95551; recombinant TDP2, T5PNP hydrolysis, p-nitrophenol absorbance 415 nm; AID 720702; actives 0.34% (n = 370,000);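 active means inhibition above the mean of all tested compounds plus 3 SD, set per campaign, cut at about 25% in these data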;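 further: 0% = DMSO with enzyme and 100% = buffer with substrate but no TDP2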
Target sequence (O95551 whole entry, looked up): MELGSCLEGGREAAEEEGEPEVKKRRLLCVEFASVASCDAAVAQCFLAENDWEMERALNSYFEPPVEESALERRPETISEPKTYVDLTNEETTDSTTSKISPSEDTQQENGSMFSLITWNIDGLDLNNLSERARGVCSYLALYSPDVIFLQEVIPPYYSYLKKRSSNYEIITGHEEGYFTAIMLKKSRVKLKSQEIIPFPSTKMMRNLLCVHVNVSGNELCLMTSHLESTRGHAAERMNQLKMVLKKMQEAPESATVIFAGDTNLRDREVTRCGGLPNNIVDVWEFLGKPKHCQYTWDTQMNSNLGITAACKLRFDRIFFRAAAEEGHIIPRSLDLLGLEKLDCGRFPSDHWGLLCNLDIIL
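test system = human TDP2 enzyme | input = TDP2 enzyme at 120 nM final | medium = 50 mM Tris-HCl pH 7.5 with Mg2+, KCl, DTT, BSA | also added = T5PNP substrate, 5 mM | times = 2 h at 37 °C | technique = epi absorbance | benchmarks = high control without enzyme, low control DMSO plus TDP2 | replication = each compound tested once, singlicate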
MBD2 inh: inhibitors of human MBD2 binding to methylated oligonucleotide. AID 686964. inhibition, % at 4.4 µM. TR-FRET. actives 0.31% (n = 370,000); in the data active means inhibition above about 13%
* = called active by the depositor; i = inactive; / = no result given.

SMILES | PRMT1 FP inh | rCAG binder | HTRA1 inhibitor | TCR CD3 inh | SIAE primary | mABHD4 FP | NPR2 activator | LEDGF integ inh | TDP2 absorb | MBD2 inh
COc1ccc(C2C(C(=O)Nc3cc(OC)c(OC)c(OC)c3)CCC(=O)N2c2ccc(OC)cc2)cc1 (stereo not given) | 0 | 3 | / | / | 7 | 2 | 2 | -4 | -2 | 0
CCOC(=O)c1c(C)n(C)c2ccc(OCC(O)CN(CC)CC)cc12 (stereo not given) | -2 | 5 | 4 | 9 | -2 | -5 | 2 | 3 | 6 | 6
COc1ccc(C(=O)N/N=C/c2cc(Br)ccc2O)cc1OC | 2 | 8 | 7 | 9 | -14 | 0 | 7 | -6 | -2 | 4
COC(=O)Nc1nn(Cc2ccccc2F)cc1Br | -1 | 0 | -7 | 1 | -2 | 2 | 3 | 0 | 0 | -1
Cc1ccc(C)c(OCC(O)CN2CCCCC2C)c1 (stereo not given) | -1 | 1 | -6 | 2 | 4 | -2 | 0 | -6 | -11 | -4
O=C(O)Cn1cc(/C=c2/sc3nc4ccccc4n3c2=O)c2ccccc21 | 2 | 52* | -15 | 0 | -13 | 7 | -1 | -1 | -14 | -4
O=C(c1cc(C(=O)NCCc2ccccc2)c(=O)n(CCc2ccccc2)c1)c1cc(Cl)ccc1O | 0 | 8 | -51 | -6 | -63 | -14 | 9 | 1 | -4 | 1
O=C(COC(=O)c1cc(S(=O)(=O)N2CCCCC2)ccc1Cl)NC1CCS(=O)(=O)C1 (stereo not given) | -2 | -3 | -7 | -2 | 1 | -2 | 0 | 1 | 5 | 5
CN(C)C(CNS(=O)(=O)c1ccc(Br)cc1)c1cccnc1 (stereo not given) | -5 | 6 | 8 | -1 | 9 | -7 | 2 | 6 | -12 | -6
CCOC(=O)c1ccc(Oc2nc(NC(C)(C)C)nc(N(C)C)n2)cc1 | 1 | -6 | -30 | 6 | -4 | -8 | 1 | -3 | -17 | 1
CC(=O)c1ccc(N2CCN(C(=S)Nc3cc(C)ccc3C)CC2)cc1 | -1 | 1 | 3 | 2 | -1 | 6 | 2 | 2 | 6 | 3
COc1cc2ncnc(Nc3ccc4c(c3)OCO4)c2cc1OC | 0 | 0 | 5 | -2 | -2 | 2 | 3 | -2 | 4 | -3
Cc1nn(Cc2ccc(F)cc2)c(C)c1NC(=O)CCCn1nc([N+](=O)[O-])cc1C | 2 | -5 | 2 | 3 | 10 | 6 | 1 | -3 | -1 | 0
C[C@@H](O)C1NC(=O)[C@H](CCCCN)NC(=O)c2cc([N+](=O)[O-])cc(I)c2OCC[C@@H](C(N)=O)NC1=O (stereo not given in full) | -3 | 13 | 2 | 5 | -1 | 1 | 4 | -2 | -1 | -2
CCc1cccc(OCC(O)Cn2c(N3CCCCC3)nc3c2c(=O)[nH]c(=O)n3C)c1 (stereo not given) | -2 | -6 | 2 | -1 | 1 | -4 | -10 | 3 | 6 | -5
COCCN(C(=O)CNC(=O)c1ccco1)C(C(=O)NC1CCCC1)c1cccs1 (stereo not given) | 3 | -4 | -6 | 8 | 5 | 4 | 3 | -3 | 7 | -5
Cc1cc(Br)c(NC(=O)c2ccccc2[N+](=O)[O-])cc1C | 2 | 0 | -8 | -4 | -6 | 2 | -2 | -2 | -1 | 0
COc1ccc(NC(C)=O)cc1CNC(=O)COc1ccccc1C(=O)Nc1cccc(C)c1C | -2 | -3 | -7 | 2 | 2 | 0 | -1 | -2 | 5 | 2
Cc1nc2ccc(C(=O)N3c4ccccc4N=C(c4ccc(C(F)(F)F)cc4)C3C(=O)NC(C)(C)C)cc2[nH]1 (stereo not given) | 4 | 4 | / | -6 | -5 | 4 | -3 | -6 | -7 | 0
Nc1ccc(SCc2nc3cccc4c3n2CCC4)cc1 | -1 | -4 | 3 | 10 | 6 | 2 | 2 | 3 | 8 | -2
CCNC(=O)C12CCC(C)(c3nc4cc(C)c(C)cc4nc31)C2(C)C (stereo not given) | 3 | -9 | 2 | 6 | -2 | 5 | 2 | -4 | -6 | 1
CCN=C1SC(CC(=O)Nc2ccc(C(F)(F)F)cc2)C(=O)N1CC (stereo not given) | -1 | -4 | 1 | -1 | -6 | -2 | 1 | -3 | 1 | 3
Clc1ccc(-c2cnc3ccccc3n2)cc1 | -3 | -3 | -5 | 0 | -7 | -1 | -5 | 0 | 5 | 3
O=C1CN(C(=O)COC(=O)c2ccc(Cl)cc2)c2ccccc2N1 | 7 | -2 | -4 | -7 | 9 | -10 | 1 | -6 | -16 | 10
O=C(Nc1ccc(N2CCN(C(=O)c3ccc(Cl)cc3)CC2)cc1)c1ccc(Br)o1 | -3 | -2 | -5 | 3 | 6 | 6 | -5 | -2 | -1 | 2

Part of the list above, in markdown:
| SMILES | PRMT1 FP inh | rCAG binder | HTRA1 inhibitor | TCR CD3 inh | SIAE primary | mABHD4 FP | NPR2 activator | LEDGF integ inh | TDP2 absorb | MBD2 inh |
| --- | --- | --- | --- | --- | --- | --- | --- | --- | --- | --- |
| CCOC(=O)c1c(C)n(C)c2ccc(OCC(O)CN(CC)CC)cc12 (stereo not given) | -2 | 5 | 4 | 9 | -2 | -5 | 2 | 3 | 6 | 6 |
| COc1ccc(C(=O)N/N=C/c2cc(Br)ccc2O)cc1OC | 2 | 8 | 7 | 9 | -14 | 0 | 7 | -6 | -2 | 4 |
| COC(=O)Nc1nn(Cc2ccccc2F)cc1Br | -1 | 0 | -7 | 1 | -2 | 2 | 3 | 0 | 0 | -1 |
| Cc1ccc(C)c(OCC(O)CN2CCCCC2C)c1 (stereo not given) | -1 | 1 | -6 | 2 | 4 | -2 | 0 | -6 | -11 | -4 |

Additional results
SMILES | PRMT1 FP inh | rCAG binder | HTRA1 inhibitor | TCR CD3 inh | SIAE primary | mABHD4 FP | NPR2 activator | LEDGF integ inh | TDP2 absorb | MBD2 inh
O=C(O)CCCC(=O)N1CCN(c2ncccn2)CC1 | -2 | 2 | / | 4 | 0 | -5 | -3 | 0 | 10 | -1
CCN(CC)Cc1c(C(=O)N/N=C/c2cccnc2)nnn1-c1nonc1N | -4 | -3 | -3 | 2 | -2 | 14 | 1 | 1 | -12 | 4
CC(=O)c1cccc(NC(=O)C2CC(=O)N(c3ccc4c(c3)OCCO4)C2)c1 (stereo not given) | 0 | 4 | 0 | 5 | 3 | -3 | -1 | -1 | 8 | 2
Cc1ccc2ccc[n+](Cc3ccccc3)c2c1 | 3 | 9 | 0 | -2 | 6 | 0 | 1 | 3 | -5 | 3
COc1ccc(C2=C(SC)CC2=NC(C)(C)C)cc1 | 2 | -3 | 1 | -3 | 2 | 6 | 0 | -3 | -7 | -5
CCNc1nc(SC)nc(N(C#N)CC(=O)OC)n1 | 2 | -3 | -2 | -3 | 1 | 2 | -2 | 0 | 16 | -3
Cc1ccc(-n2nc3c(c2NC(=O)CC(C)C)CS(=O)(=O)C3)c(C)c1 | 3 | 3 | -3 | 1 | -7 | 2 | 2 | -1 | 9 | -4
COCCn1c(SCC(=O)c2c(N)n(C3CC3)c(=O)[nH]c2=O)nc2ccccc21 | 5 | 4 | 1 | -2 | -6 | 0 | 2 | 0 | -4 | 0
Cc1ccccc1NS(=O)(=O)c1ccc(C)c(NS(C)(=O)=O)c1C | 7 | 2 | 2 | -6 | 0 | -12 | 0 | 3 | -11 | 6
Cc1ccc2[nH]c(C)c(/C=C/c3cc[n+](C)cc3)c2c1 | -44 | i | 4 | -3 | 0 | -3 | -16 | -3 | -8 | -66
Cc1cccc(Oc2ccc3c(c2)cc(C(=O)O)n3C)c1 | 2 | 21 | 4 | 3 | 11 | 2 | -5 | 3 | 11 | -2
Cc1ccc(C(=O)Nc2c(-c3ccccc3)[nH][nH]c2=O)cc1 | 9 | 6 | / | -5 | -1 | -1 | 4 | 6 | 44* | -1
NS(=O)(=O)c1ccc(CCNC(=O)CNCCc2ccc(C(F)(F)F)cc2)cc1 | 2 | -4 | -4 | -8 | 5 | 11 | -8 | -5 | -4 | 7
CC1(c2ccccc2)NC(=O)N(CC(=O)Nc2nc(-c3ccccn3)cs2)C1=O (stereo not given) | 6 | 11 | 1 | 2 | 2 | -24 | 1 | 0 | 3 | -2
CCc1ccc(C(O)c2ncc(-c3ccccc3C(F)(F)F)[nH]2)cc1 (stereo not given) | 0 | -1 | / | 3 | -3 | -6 | 4 | 3 | 12 | -1
COC(=O)c1ccc(Cn2cnc3c(cnn3-c3ccc(Cl)cc3)c2=O)o1 | 0 | 2 | -4 | 0 | -4 | 2 | 1 | -3 | -3 | -4
CCn1c(C)cc(C(=O)COC(=O)c2cccnc2SC)c1C | 0 | 3 | -7 | -3 | 2 | -5 | -6 | -2 | 11 | -2
CCCCN=C1CC(C)(C)CC(=O)/C1=C(/O)CCC | -4 | -1 | 7 | -7 | 13 | -8 | -2 | 6 | -12 | -1
C=C(C)c1cccc(C(C)(C)NC(=O)N2CCN(CC)CC2)c1 | -2 | -2 | 0 | 9 | 12 | -4 | -2 | -2 | 4 | -4
COc1ccc(NC(=O)Cn2nnc(C(=O)NCc3cccs3)c2N)cc1Cl | -1 | 6 | -4 | 0 | 8 | 3 | -3 | 2 | -3 | -1
Cc1cc(Br)ccc1NS(=O)(=O)c1c(C)[nH]c(=O)[nH]c1=O | 1 | 8 | 5 | -2 | -2 | -10 | 1 | 8 | -17 | -10
Cc1ccccc1Nc1sc(C(=O)Nc2cccc(Cl)c2)c(N)c1C(N)=O | 3 | 11 | -10 | 0 | 5 | -1 | -1 | 3 | 0 | 3
CCN(CC)C(=O)C1CCCN(Cc2nc(-c3cnccn3)no2)C1 (stereo not given) | -4 | -2 | 0 | 6 | 0 | 4 | 1 | 1 | 3 | -2
C#CCN1CC(COc2ccccc2)Oc2cccc(Oc3ccc(OC)cc3)c2S1(=O)=O (stereo not given) | 1 | 12 | / | 5 | -3 | -8 | 1 | -1 | -4 | -6
Cc1ccc2nc3c(cc(C(=O)NCc4ccccc4)c(=N)n3CCCn3ccnc3)c(=O)n2c1 | 0 | 4 | 4 | -11 | -4 | 6 | -7 | -5 | -14 | -1
The list goes on:
SMILES | PRMT1 FP inh | rCAG binder | HTRA1 inhibitor | TCR CD3 inh | SIAE primary | mABHD4 FP | NPR2 activator | LEDGF integ inh | TDP2 absorb | MBD2 inh
COC(=O)c1sccc1NC(=O)c1ccc(OC)cc1 | -1 | 4 | -10 | 0 | -3 | -5 | -2 | 2 | 9 | -3
CCCC(=O)OCCn1c(Br)nc2c1c(=O)[nH]c(=O)n2C | 0 | -1 | 3 | 5 | 6 | 0 | -10 | 0 | 5 | 2
COC(=O)C[C@H]1C=C[C@@H](NC(=O)C2CC2)[C@@H](CO)O1 | 9 | 0 | / | 3 | -3 | -13 | 2 | -1 | -5 | 9
CC(=O)N/C(=C/c1ccc2c(c1)OCO2)C(=O)NCCCO | 0 | -2 | -4 | 4 | 3 | -5 | 13 | 0 | 1 | -2
c1ccc(Nc2cc(Nc3ccccc3)[nH]n2)cc1 | 8 | 2 | 13 | -5 | -2 | -1 | 3 | 3 | 75* | 6
COc1ccc(NC(=O)CSc2nnc(CNC(=O)c3ccco3)o2)c(OC)c1 | 1 | -2 | 4 | 3 | 0 | -3 | 1 | -1 | 0 | 2
CCOCCCNC(=O)C1(O)c2ccccc2NC(=O)N1c1ccc(Cl)cc1 (stereo not given) | -1 | 7 | 1 | 1 | 7 | -2 | 1 | 4 | 2 | -1

Only part of the results is shown; rates above refer to the full screens.
